# FLuc counter: qHTS profiling assay for firefly luciferase inhibitor/activator using purifed enzyme and Km concentrations of substrates (counterscreen for miR-21 project). AID 588342, 2011. Potency, µM (series often up to 57.5 µM), inactives show at the top dose activity change, negative = inhibition, hits mostly inhibitors. purified FLuc, Km substrates, luminescence inhibition. 360,000 compounds, 6.9% hits; active means well fitted inhibition curve with a large enough effect; inconclusive means small, poorly fitted or top-dose-only effect;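 further: plate controls were vehicle for no effect and reference inhibitor for full effect; nearly all actives have a fitted effect of over 55% in size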
# Target sequence (P08659 whole entry, looked up): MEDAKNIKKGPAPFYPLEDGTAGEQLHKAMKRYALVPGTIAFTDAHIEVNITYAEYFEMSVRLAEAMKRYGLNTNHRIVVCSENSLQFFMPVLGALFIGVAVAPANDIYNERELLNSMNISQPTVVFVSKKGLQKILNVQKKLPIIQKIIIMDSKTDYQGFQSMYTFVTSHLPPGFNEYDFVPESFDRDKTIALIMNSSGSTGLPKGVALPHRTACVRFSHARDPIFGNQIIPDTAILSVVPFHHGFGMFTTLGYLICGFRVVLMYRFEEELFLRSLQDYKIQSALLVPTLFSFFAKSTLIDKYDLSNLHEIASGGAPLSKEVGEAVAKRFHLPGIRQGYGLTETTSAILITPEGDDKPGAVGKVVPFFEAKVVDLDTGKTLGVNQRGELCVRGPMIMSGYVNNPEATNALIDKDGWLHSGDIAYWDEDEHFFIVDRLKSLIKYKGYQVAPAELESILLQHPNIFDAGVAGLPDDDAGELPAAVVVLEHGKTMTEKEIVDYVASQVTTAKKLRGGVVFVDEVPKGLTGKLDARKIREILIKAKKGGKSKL
#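 Purified P. pyralis luciferase (10nM final) with 10uM D-luciferin and 10uM ATP (Km levels) in 50mM Tris acetate pH 7.5, 10mM Mg acetate, 0.01% Tween-20, 0.05% BSA; qHTS 6-point titration, ~60 µM downward; luminescence read.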
# Starred values were filed as active, the others as inactive; u = inconclusive. Potency means the concentration at half of the fitted maximal effect. The list is partial; rates above refer to the full screens.
SMILES,FLuc counter
O=S(=O)(NCc1csc(-c2ccccc2)n1)c1cccc(F)c1,-4%
Nc1c(C(=O)Nc2ccccc2Cl)c2ccccn2c1C(=O)c1ccccc1,-16%
CCOc1ccc(C2CC(=O)c3c([nH]c(C(=O)OC4CCCCCC4)c3C)C2)cc1 (configuration not stated),-8%
Cc1cccc(Cn2c(-c3cccs3)nc3ccccc32)c1,u
Nc1nc(Nc2ccccc2F)sc1C(=O)c1ccc(Cl)cc1,15µM*
COc1ccccc1-n1c(=O)n(C)c2c(C(N)=O)nc(-c3cccc(OC)c3OC)nc21,-2%
O=C(Nc1ccccc1OCc1cc(=O)n2ccccc2n1)c1ccccc1F,-1%
CCCN(CCC)C(=O)CN1C(=O)CSc2ccc(S(=O)(=O)N3CCC(C)CC3)cc21,5%
COc1ccc(CCNC(=O)CN2C(=O)COc3ccccc32)cc1OC,2%
CCC(CC)C(=O)Nc1ccc2nc(SCc3ccccc3)sc2c1,-2%
CCc1ccc(CNC(=O)c2cc3c(=O)n(CC)c4ccccc4c3s2)cc1,1%
CCC(=O)N1CCc2cc(S(=O)(=O)NCCC(=O)NCc3ccc(C)cc3)ccc21,-3%

# The last 3 records of the section above lead into the next:
SMILES,FLuc counter
CCC(CC)C(=O)Nc1ccc2nc(SCc3ccccc3)sc2c1,-2%
CCc1ccc(CNC(=O)c2cc3c(=O)n(CC)c4ccccc4c3s2)cc1,1%
CCC(=O)N1CCc2cc(S(=O)(=O)NCCC(=O)NCc3ccc(C)cc3)ccc21,-3%
COc1ccc2oc(=O)c(C(=O)NCCc3c(C)[nH]c4ccc(C)cc34)cc2c1,-6%
CCc1ccc(NC(=O)CSc2ccc(-c3sc(-c4ccccc4)nc3C)nn2)cc1,-3%
Cn1c(=O)c2c(-c3ccccc3)n3c(c2n(C)c1=O)C(c1ccccc1[N+](=O)[O-])Nc1ccccc1-3 (configuration not stated),-2%
CCOc1ccc(C2=NC(c3cccs3)=Nc3ccc(C(C)C)cc3N2)cc1,u
Cc1ccc(CNC(=O)CCCn2c(=O)c3ccccc3n(Cc3ccccc3C)c2=O)cc1,2%
COC(=O)COc1ccc(Oc2nc(NC(C)(C)C)nc(N3CCOCC3)n2)nn1,-2%
Cc1ccc(NC(=O)CN2C(=O)C(C)(C)c3cc(S(=O)(=O)N4CCCCC4)ccc32)c(Br)c1,-3%
CCOC(=O)c1ccc(NC(=O)CCCc2nc(-c3cc(OC)c(OC)c(OC)c3)no2)cc1,-6%
N#Cc1c(Nc2cccc(F)c2)sc(C(=O)c2ccc(Cl)cc2)c1N,u
CCCS(=O)(=O)N1CCC(N2CCN(Cc3ccc(C)cc3)C(=O)C2=O)CC1,-1%
CCCCOc1ccc(-c2cc3c(=O)n(CC(=O)Nc4ccc(Cl)cc4Cl)ccn3n2)cc1,-4%
CCCn1c(=O)n(-c2ccccc2)c(=O)c2sc3ccccc3c21,-2%
Cc1ccc2[nH]c(=O)c3cc(C(=O)NCCCN4CCC(C)CC4)sc3c2c1,-1%
Cc1ccc(CN2CCCn3nc(C(=O)NC(C)C)cc3C2=O)cc1,1%
Cc1ccc(-c2nnc3c4ccccc4c(C)nn23)cc1NC(=O)c1cccc(Br)c1,3%
Cc1ccc(-n2nc(CO)c(C(=O)NCCO)n2)cc1,u
N=c1c(C(=O)NCC2CCCO2)cc2c(=O)n3ccccc3nc2n1CCCO (configuration not stated),6%
COc1ccc(OC)c(NC(=O)c2nnn(CC(=O)Nc3ccc(C(C)C)cc3)c2N)c1,-11%
Cc1ccc(CCNC(=O)c2ccc3c(c2)nc2n3CCCCC2)cc1,u
Cc1cc(C)c(S(=O)(=O)Nc2ccc(-c3ccc(N4CCCCC4)nn3)cc2)cc1C,u
Cc1ccc2c(c1)NC(=O)c1cccnc1O2,0%
Cn1c(=O)c2c(-c3ccccc3Br)n(Cc3ccccc3)cc2n(C)c1=O,0%
Cc1ccc2c(Sc3ccc(Cl)cc3)c(C(=O)N3CCCCC3)[nH]c2c1,-1%
COc1cc(OC)c(NC(=O)N2CCSc3ccccc32)cc1Cl,-19%
Cc1ccc(C)c(NC(=O)CN2C(=O)C3(SCC(=O)N3c3ccc(C)c(C)c3)c3ccccc32)c1 (configuration not stated),-2%
CCc1ccccc1N(C)C(=O)c1cc2c(=O)oc3ccccc3c2s1,-19%
CCCOc1ccc(C(=O)Nc2ccc3nn(-c4ccc(OC)c(Cl)c4)nc3c2)cc1,-2%
CCOc1ccc(N2CC(NC(=O)C3CCCCC3)CC2=O)cc1 (configuration not stated),2%
CCC(=O)NNc1ncnc2c1cnn2-c1ccc(C)c(Cl)c1,21µM*
CCOC(=O)c1c(NC(=O)c2cc(=O)c3c(C)cc(C)cc3o2)sc(C)c1C,-1%
Cc1ccc2[nH]c(=O)c3cc(C(=O)NC4CCC(C)CC4)sc3c2c1 (configuration not stated),3%
Cc1cc2oc(C(=O)Nc3c(C)n(C)n(-c4ccccc4)c3=O)cc(=O)c2cc1C,2%
CCOC(=O)c1noc2ncnc(Nc3ccc(F)cc3F)c12,-6%
COCCCNc1nc2c(c(=O)n(C)c(=O)n2C)n1Cc1ccccc1,-4%
COCCCNC(=O)CSc1nc2cc3c(cc2c(=O)n1CCCCCC(=O)NCCc1ccc(OC)c(OC)c1)OCO3,-1%
CCc1ccc(-n2c(SCc3nc(-c4cc(OC)ccc4OC)no3)nnc2-c2ccccc2)cc1,-2%

# Fetched one by one from the list above:
SMILES,FLuc counter
CCCOc1ccc(C(=O)Nc2ccc3nn(-c4ccc(OC)c(Cl)c4)nc3c2)cc1,-2%
COCCCNc1nc2c(c(=O)n(C)c(=O)n2C)n1Cc1ccccc1,-4%

# (further entries)
SMILES,FLuc counter
CCOc1cccc(C2CC(=O)Nc3cc4c(cc32)OCCO4)c1 (configuration not stated),-3%
O=C(CN1C(=O)CSc2ccc(S(=O)(=O)N3CCCC3)cc21)NCc1ccccc1Cl,-10%
Cc1ccc(S(=O)(=O)N2CCCC(c3nc4c(nnn4Cc4ccc(OC(F)(F)F)cc4)c(=O)[nH]3)C2)cc1 (configuration not stated),3%
COc1ccccc1NC(=O)Cn1c(=O)n(Cc2ccc3c(c2)OCO3)c(=O)c2oc3ccccc3c21,-2%
Cc1ccccc1OCC(O)Cn1c(=N)n(CCN2CCCCC2)c2ccccc21 (configuration not stated),3%
CCOCCCNC(=O)C(c1ccc(OC)cc1)N(Cc1cccs1)C(=O)c1ccc(NC(C)=O)cc1 (configuration not stated),0%
Cc1c(C(=O)Nc2cccc(F)c2)oc2c1-c1nn(Cc3c(F)cccc3Cl)cc1CC2,4%
CC(C)(C)C(=O)OCc1cc(=O)n2nc(C3CCCCC3)sc2n1,u
COc1ccc(N2CCN(C(=O)c3cc4c(=O)n(Cc5cccnc5)ccc4nc3C)CC2)cc1,-2%
O=C(c1cccs1)c1cn(CCOc2ccc(Cl)cc2)c2ccccc12,-5%
Cc1ccc(NC(=O)CSc2nc(=O)n(Cc3ccccn3)c3c2CCC3)cc1F,-11%
CCOc1cc(C2c3c(oc4ccccc4c3=O)C(=O)N2Cc2ccccc2Cl)ccc1O (configuration not stated),-3%

# Laid out differently: results already given
COc1ccc(N2CCN(C(=O)c3cc4c(=O)n(Cc5cccnc5)ccc4nc3C)CC2)cc1
  FLuc counter = -2%

O=C(c1cccs1)c1cn(CCOc2ccc(Cl)cc2)c2ccccc12
  FLuc counter = -5%

Cc1ccc(NC(=O)CSc2nc(=O)n(Cc3ccccn3)c3c2CCC3)cc1F
  FLuc counter = -11%

CCOc1cc(C2c3c(oc4ccccc4c3=O)C(=O)N2Cc2ccccc2Cl)ccc1O (configuration not stated)
  FLuc counter = -3%

# (list continues)
SMILES,FLuc counter
Clc1ccccc1Nc1ncnc2c1nc1n2CCCCC1,17µM*
CCOc1ccc(CNC(=O)c2cnc3sc(N4CCC(C)CC4)nn3c2=O)cc1OC,-7%
O=C(NCCc1ccc(F)cc1)C(=O)NCC(c1ccco1)S(=O)(=O)c1cccs1 (configuration not stated),-5%
Cc1cccc(C)c1NC(=O)Cn1c(=O)n(CCC(=O)NCc2ccc3c(c2)OCO3)c(=O)c2sccc21,-2%
Cc1ccc(-c2cc(-c3ccc4c(c3)NC(=O)CO4)nc3c2COc2ccccc2-3)cc1,2%
CCOc1cccc(NC(=O)c2sc3nc(-c4ccc(F)cc4)ccc3c2N)c1,5%
CCCCN(CC)CCCn1cnc2c([nH]c3ccc(Cl)cc32)c1=O,-3%
COC(=O)C(CCSC)NC(=O)C1CCN(c2ncnc3c2nc2n3CCCCC2)CC1 (configuration not stated),2%
Cc1csc2nc(COC(=O)c3ccccc3NC(=O)COc3ccccc3F)cc(=O)n12,1%
CCCCNC(=O)CSc1nc2ccccc2nc1Cc1ccc(Cl)cc1,-1%
CCCOc1cccc(C(=O)N(Cc2sccc2C)C2CCS(=O)(=O)C2)c1 (configuration not stated),-1%
CCCCOc1ccc(CNC(=O)c2ccc(-c3nc(CN4CCc5ccccc54)c(C)o3)cc2)cc1,-3%
COc1ccccc1OC(C)C(=O)Nc1cccc(-c2nc3ccccc3o2)c1 (configuration not stated),u
Cc1c(NC(=O)c2cccs2)cccc1-c1nc2cc(Cl)ccc2o1,5.4µM*
O=C(CSc1nccn1-c1ccc(Cl)cc1)Nc1cccc2ccccc12,-14%
COc1ccccc1CNC(=O)c1c(O)nc2cc(C)ccn2c1=O,-2%
Cc1ccc(C)c(NC(=O)N(C)CCc2c(C)nn(C)c2C)c1,-2%
COc1cc2[nH]c(=O)n(CCCC(=O)N(C)Cc3ccccc3)c(=O)c2cc1OC,2%
COc1ccc(-c2noc(-c3ccc(NCC4CCCO4)c([N+](=O)[O-])c3)n2)cc1 (configuration not stated),-10%
O=C(c1ccccc1)c1cn(Cc2ccc(F)cc2)c2ccccc2c1=O,1%
COc1ccc(NC(=O)c2c(NCc3ccc(C)o3)sc3c2CCCCC3)c(OC)c1,u
Cc1cc(C)cc(NC(=O)C2CCN(S(=O)(=O)c3ccc4c(c3)oc(=O)n4C)CC2)c1,-9%
Cc1ccc(S(=O)(=O)N(CC(=O)Nc2ccc3c(c2)OCO3)c2ccc(C)c(Cl)c2)cc1,-9%
O=C(NCc1cccs1)c1ccc(CSc2nc3ccncc3n2Cc2cccc(F)c2)cc1,-13%
COC(=O)Cc1c(C)c2cc3c(c(C)c2oc1=O)OCN(CCc1ccccc1F)C3,-4%
Cc1sc2ncn(CC(=O)N3CCN(c4ccccc4)CC3)c(=O)c2c1S(=O)(=O)N1CCN(c2ncccn2)CC1,-7%
Cc1cc(C)n(-c2nc(C)c(C)c(=O)n2CC(=O)Nc2ccc([N+](=O)[O-])cc2)n1,3%
CCOc1ccc(NC(=O)c2sc3nc4n(c(=O)c3c2C)CCCC4)cc1,-3%
Cc1nc2c(-c3ccccc3)c(C)nn2c(C)c1CCC(=O)NC(C)c1ccccc1 (configuration not stated),-1%
COc1cccc(N2CCN(C(=O)c3cnc4c(-c5ccccc5)c(C)nn4c3C)CC2)c1,u
CCc1ccc(CNC(=O)C2Cc3cc(S(=O)(=O)N4CCCCCC4)ccc3N2C(C)=O)cc1 (configuration not stated),0%
COc1ccc(Nc2oc(-c3ccc(COc4ccccc4C)o3)nc2C#N)cc1,0%
CCC(=O)N1c2ccc(S(=O)(=O)CCC(=O)N3CCN(c4ccc(F)cc4)CC3)cc2CC1C (configuration not stated),2%
O=C(CS(=O)(=O)c1cccc2nsnc12)Nc1ccc(F)cc1,-3%
O=C(COC(=O)c1cc(-c2cccs2)nc2ccccc12)c1ccccc1,u
COc1ccccc1C1C(C(N)=O)=C(C)Nc2nc(SCc3ccccc3F)nn21 (configuration not stated),-1%
O=C(CC1(O)C(=O)N(CCc2ccccc2)c2ccc(Br)cc21)c1ccccc1O (configuration not stated),-13%
CCOC(=O)c1c(NC(=O)c2cc(-c3ccc(Br)cc3)on2)sc(C)c1C,-11%
CCc1ccccc1Nc1sc(C(=O)c2ccccc2)c(N)c1S(=O)(=O)c1ccccc1,-3%
CCN(CC)CCCNC(=O)c1ccc(Cn2c(SCc3ccccc3)nc3cccnc32)cc1,21µM*
Cc1ccc(-c2cc(C(F)(F)F)c(C#N)c(SCC(=O)Nc3ccccc3)n2)cc1,-1%
O=C(CSc1nccn1Cc1ccc(Cl)cc1)NC1CCCC1,-6%
O=C(CN1C(=O)C2CCCCN2c2ccc(C(=O)N3CCCC3)cc21)NCc1ccc(F)cc1 (configuration not stated),5%
CCc1ccc(S(=O)(=O)Nc2cccc(-c3ccc(OC)nn3)c2)s1,u
Cc1ccccc1NC(=O)c1c(NC(=O)c2ccccc2)sc2c1CCC2,u
COC(=O)c1cc(S(=O)(=O)N2CCN(c3cccc(C)c3)C(C)C2)cn1C (configuration not stated),5%
Cc1ccc(-n2nc(CO)c(C(=O)NCCC(C)C)n2)cc1C,u
CSc1ccc(CCNC(=O)c2ccc(CS(=O)(=O)c3ccc(Br)cc3)o2)cc1,u
